# Mdm2 MdmX PPI – inhibitors of human Mdm2/MdmX interaction | inhibition, % at 8 µM | SaOS-2 split-luciferase Mdm2/MdmX complementation, luminescence | 3% of 330,000 active;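 active = inhibition of at least 50% at 8 µM in the primary screen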
# Jurkat NFkB inh – lowers PMA/ionomycin-induced NF-kB signal in Jurkat cells | AID 435003 | PMA/ionomycin-induced NF-kB luciferase reporter, luminescence | inhibition, % at 4 µM | 0.53% of 330,000 active; in the data active = inhibition above about 50%
# CXCR6 block – blocks human CXCR6 beta-arrestin recruitment | O00574 | CHO-K1 PathHunter CXCR6 beta-arrestin, luminescence | inhibition, % at 20 µM | 0.36% of 360,000 active; in the data active = inhibition above about 34%, passing the limit was not always enough;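 note: antagonist mode with CXCL16 agonist at 10 nM final; 0% = 10 nM CXCL16 with DMSO and 100% = unstimulated wells without agonist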
# Target sequence (O00574 whole entry, looked up): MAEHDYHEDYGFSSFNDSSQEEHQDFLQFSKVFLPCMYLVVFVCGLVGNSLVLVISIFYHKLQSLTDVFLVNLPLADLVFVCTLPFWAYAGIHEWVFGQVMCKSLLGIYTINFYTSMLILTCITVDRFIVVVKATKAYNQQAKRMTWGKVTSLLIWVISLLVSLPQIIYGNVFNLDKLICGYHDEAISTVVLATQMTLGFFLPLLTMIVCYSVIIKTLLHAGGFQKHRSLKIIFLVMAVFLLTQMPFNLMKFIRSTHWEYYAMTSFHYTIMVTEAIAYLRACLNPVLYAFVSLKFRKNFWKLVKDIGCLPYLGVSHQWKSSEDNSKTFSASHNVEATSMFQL
# CCR6 antag – blocks CCL20-driven beta-arrestin recruitment at human CCR6; CHO-K1 CCR6 PathHunter beta-arrestin, luminescence, CCL20-stimulated; inhibition, % at 20 µM; 0.49% of 340,000 active; AID 493098;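 active = compounds whose inhibition of the agonist-driven luminescence signal at 20 µM reaches about 50%, limit read from the data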;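 note: cells stimulated with CCL20 at 14 nM final; plate controls were DMSO with CCL20 for no effect and DMSO without agonist for full effect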
# Target sequence (P51684 whole entry, looked up): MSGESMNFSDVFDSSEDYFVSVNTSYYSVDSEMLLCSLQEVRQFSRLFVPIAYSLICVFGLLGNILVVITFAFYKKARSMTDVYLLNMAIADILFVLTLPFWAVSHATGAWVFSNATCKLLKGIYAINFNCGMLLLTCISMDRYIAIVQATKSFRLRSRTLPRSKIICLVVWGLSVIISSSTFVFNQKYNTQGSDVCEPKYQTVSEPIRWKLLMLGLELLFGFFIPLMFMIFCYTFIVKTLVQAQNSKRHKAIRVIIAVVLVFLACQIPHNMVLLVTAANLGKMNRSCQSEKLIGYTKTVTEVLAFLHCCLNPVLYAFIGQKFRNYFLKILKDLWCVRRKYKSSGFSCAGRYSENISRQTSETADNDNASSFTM
# Gli-Sufu block – Gli-Sufu pathway antagonism; Sufu-KO-LIGHT fibroblasts, Gli luciferase reporter luminescence; inhibition, % at 5 µM; 0.74% of 340,000 active; AID 588413;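 active = inhibition above about 55%, limit read from the data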;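 note: 0% = DMSO-treated cells and 100% = wells with medium but no cells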
# EBI2 antag – EBI2 (human) antagonism; P32249; inhibition, % at 5 µM; EBI2 beta-arrestin recruitment, luminescence, 7a,25-OHC stimulated; 0.81% of 360,000 active; in the data active = inhibition above about 38%;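 note: enzyme fragment complementation signal reports receptor beta-arrestin coupling in cells; 0% = agonist plus DMSO wells and 100% = wells without agonist; some results beyond the cut were filed as inactive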
# 697 NFkB inh – inhibitors of the PMA/ionomycin-induced NF-kB reporter in 697 B cells. 697 B-cell NF-kB luciferase reporter, 16 h. inhibition, % at 4 µM. 0.33% of 330,000 active; in the data active = inhibition above about 35%
# UPR XBP1 act – adaptive UPR (XBP1) activation | AID 463104 | 0.33% of 330,000 active | activation, % at 20 µM | CHO-XBP1 luciferase reporter, IRE1-XBP1 UPR activation, luminescence; percent of tunicamycin response, DMSO as zero;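 active = versus positive control, 20 µM dose yields 30% or more activation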;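 note: 100% = tunicamycin at 10 µg/mL and 0% = DMSO only wells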
#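 Assay system: CHO-XBP1 luciferase reporter cells; Schedule: 6 h treatment, 37 °C; Detection: glow luminescence from Steady-Glo reagent; Benchmarks: high control tunicamycin 10 µg/mL final, low control DMSO vehicle only.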
# CHOP UPR activ – apoptotic UPR (CHOP) activation | activation, % at 10 µM | 0.34% of 330,000 active | AID 449763 | CHO-CHOP luciferase reporter, luminescence; percent of tunicamycin response over DMSO baseline;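 active = at 10 µM dose, activation of 40% or more, normalized to positive control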;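 note: 100% = tunicamycin at 10 µg/mL and 0% = DMSO alone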
#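 Assay system: CHO cells with stable CHOP pathway luciferase reporter; Buffer or medium: F12 plus 10% serum; Times: 16-18 h cell attachment, then 6 h compound exposure, 37 °C; Signal: luciferase luminescence; Read-out basis: percent activation relative to tunicamycin control; Control set: tunicamycin high control, DMSO low control.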
# The depositor's hits bear a star; / = no result given; & = joins results of further samples.
smiles	Mdm2 MdmX PPI	Jurkat NFkB inh	CXCR6 block	CCR6 antag	Gli-Sufu block	EBI2 antag	697 NFkB inh	UPR XBP1 act	CHOP UPR activ
Cc1ccc(NC(=O)c2cc(-c3ccco3)nc3ccccc23)cc1S(=O)(=O)N1CCOCC1	2.8	-1.0	2.3	19.7	6.2	4.2	-1.8	-3.8	-0.6
CC(=O)N1N=C(c2ccc(Cl)cc2)OC12CCCC2	16.9	-5.0	-8.1	-0.1	1.7	-0.3	8.3	2.0	-0.4
Cc1ccc(N=C2S/C(=C/c3cccc(OCC(=O)O)c3)C(=O)N2C)cc1C	-22.7	-17.8	6.1	11.7	5.2	-5.0	-19.8	-5.7	0.9
CNc1c(NC(=O)c2ccc3c(c2)OCO3)c(=O)oc2ccccc12	-0.9	-12.3	-9.8	17.4	2.4	0.0	11.4	3.6	-0.8
Cc1cccc(N(Cc2cc(=O)[nH]c3ccccc23)C(=O)C(C)C)c1	-1.4	-5.2	1.6	13.3	9.7	-8.7	2.0	0.2	-1.9
COc1ccccc1OCC(=O)O	18.0&7.3	11.1&-22.1	-2.0&3.8	2.4&-0.8	5.9&-2.8	-5.3&-12.0	2.3&-29.8	1.4&-1.5	-2.8&0.0
Cc1cc(NC(=O)COC(=O)c2cc(S(=O)(=O)N(C)C)ccc2Cl)no1	-13.1	-5.6	-1.7	9.5	-3.8	-2.4	7.4	-0.4	1.3
Cn1cnc([N+](=O)[O-])c1Sc1nc(N)nc2c1ncn2C1CC(O)C(CO)O1 (stereo unspecified)	/	/	-2.9	-2.1	-48.6	-0.7	/	/	/
Cc1c(Cc2ccccc2)c(=O)oc2cc(OCC(=O)c3ccccc3)ccc12	31.9	-3.8	-7.9	10.8	-7.9	8.9	-5.9	-2.0	3.0
Cc1cc([N+](=O)[O-])ccc1NC(=O)CCC(=O)N1CCCCCC1	1.5	8.3	3.9	-9.2	3.8	1.2	-7.7	-4.4	2.7
CCCCc1cc(=O)oc2cc(C)cc(OCc3nn[nH]n3)c12	-4.9	7.2	-0.8	7.8	4.6	-3.0	11.4	0.9	0.9
Cc1cc(Br)ccc1NC(=O)CNC(=O)CN(C)Cc1nc2ccccc2c(=O)[nH]1	14.9	-2.6	6.1	0.3	-4.4	-6.7	3.5	-2.5	-2.1
O=C(CN1CCN(S(=O)(=O)N2CCCCC2)CC1)Nc1cc(Cl)ccc1Cl	-2.1	8.5	4.3	2.8	-1.9	-7.7	0.3	1.1	1.5
Cc1ccc(C)c(S(=O)(=O)N2CCN(c3ncnc4sccc34)CC2)c1	40.6	-5.0	-6.4	-2.1	52.8	-8.2	19.5	1.3	5.7
O=C(c1ccc(NC2=NC3CS(=O)(=O)CC3S2)cc1)N1CCN(c2ccccc2)CC1 (stereo unspecified)	27.4	-6.3	7.7	-7.1	2.9	5.8	0.5	1.8	-0.7
CCCn1c(=O)c(-c2nc3ccccc3[nH]2)c(O)c2ccccc21	42.7	5.4	34.1	23.4	18.5	-1.0	0.6	1.1	3.8
Cc1nc(N=Nc2ccc(O)cc2)n[nH]1	0.2	-27.1	-2.8	8.6	-20.7	-9.8	-27.6	-1.5	1.8
O=C(COC(=O)COc1ccc(Cl)cc1)NC1CCS(=O)(=O)C1 (stereo unspecified)	0.2	9.9	-1.4	5.4	-5.8	12.7	-3.2	-2.1	0.3
Cc1cc(C)n(CC(=O)NNC(=O)CCNC(=O)c2ccccc2Cl)n1	14.6	-6.3	5.0	5.3	-15.4	0.0	13.5	-1.2	2.9
CCOc1ccc(N2C(=O)CC(N3CCC(NC(=O)Nc4ccccc4)CC3)C2=O)cc1 (stereo unspecified)	20.3	-24.3	-5.7	9.6	3.4	9.8	-5.7	-1.4	-0.4
O=C(NCCc1nc2ccccc2[nH]1)C1CCC(=O)N(CCc2cccc(F)c2)C1 (stereo unspecified)	-1.1	5.2	-0.8	4.5	5.0	-5.0	8.6	-4.8	0.4
CCN(CC(=O)NCc1cccs1)C(=O)COc1ccc(C(N)=O)cc1	-4.5	-5.6	-2.3	-4.1	0.1	-8.6	15.2	-2.1	0.4
CN(Cc1ccccc1)C(=O)C(C(=O)c1ccc(F)cc1)n1cc(Cl)ccc1=O (stereo unspecified)	0.6	-28.2	-1.6	1.6	-40.5	5.8	-14.7	-5.5	0.3
COC(=O)CCN(C)CCC(=O)OC	-0.8	7.7	-12.1	12.7	-3.2	-7.8	19.0	2.0	-1.7
COC(=O)[C@]1(Cc2ccccc2)N[C@H](CN(C)C(=O)c2ccc(C)cc2)[C@@H]2C(=O)N(Cc3ccccc3)C(=O)[C@@H]21	17.8	1.6	-0.2	4.0	-0.9	1.1	1.4	-0.6	0.7
O=C(Nc1ccc(F)cc1)C(c1ccccc1)N1CCN(S(=O)(=O)c2c(F)cccc2F)CC1 (stereo unspecified)	30.1	0.2	-3.7	17.5	1.0	5.4	15.5	-2.4	-1.2
CCOc1ccc(NC(=O)CN2C(=O)CSc3ccc(S(=O)(=O)N4CCOCC4)cc32)cc1	15.8	4.6	-4.4	3.4	-0.1	-2.9	0.8	-5.1	1.3
Cc1ccc(C(=O)N/C(=C\C=C\c2ccccc2)C(=O)NCc2ccco2)cc1	3.4	5.2	8.2	23.3	-5.8	21.6	-0.5	1.1	-0.8
C=CCN(c1ccc(C(=O)Nc2cc(C)cc(C)c2)cc1)S(C)(=O)=O	28.5	10.4	8.4	-1.2	-10.4	-1.2	1.1	-3.8	-0.4
O=c1c2c3c(sc2nc2n1CCC2)CCCCC3	0.5	-16.5	-0.5	10.2	-35.5	-10.0	-0.6	0.7	4.1
Cc1ccc(S(=O)(=O)/N=C(/c2ccccc2)N(C)c2ccc(O)cc2)cc1	14.0	11.8	-1.1	15.0	4.0	-15.3	9.0	1.0	-1.4
Cc1ccc(N(CCC(=O)O)S(=O)(=O)c2cccc(C(F)(F)F)c2)cc1	6.4	10.9	2.6	0.5	-35.9	2.9	8.7	-0.6	1.4
CCOC(=O)c1c(NC(=O)COC(=O)Cc2c[nH]c3ccccc23)sc(C(=O)N(C)C)c1C	1.9	2.3	-2.7	7.4	1.4	4.7	-1.9	0.1	-0.9
O=C1CC(N2CCc3ccccc32)C(=O)N1c1ccccc1 (stereo unspecified)	-4.8	-14.3	-2.3	9.8	-12.8	-9.2	-25.7	0.4	1.9
O=C(NC1CC1)C1CCCN1C(=O)NC1CCCCC1 (stereo unspecified)	4.2	4.4	0.0	-12.3	0.6	-9.1	16.7	0.8	-1.0
COc1ccccc1C1CC(=O)Nc2cc3c(cc21)OCCO3 (stereo unspecified)	55.2*	42.4	-1.1	4.2	52.3	-2.5	-38.7	8.1	-1.4
CCO[C@@H]1OC(C(=O)NCc2nc3ccccc3[nH]2)=C[C@H](c2ccc(C(F)(F)F)cc2)[C@H]1CCCO	1.8	24.5	-2.6	5.8	18.2	-4.5	12.2	-2.6	4.6
O=S(=O)(c1ccc(Cl)cc1)c1nc(-c2ccco2)oc1N1CCOCC1	-11.7	-1.9	-5.8	2.0	20.0	-6.1	11.8	-1.4	1.3
CCOC(=O)N1CCC(n2c(SCC(=O)OCc3ccccc3)nc3ccsc3c2=O)CC1	-32.4	2.3	3.5	8.9	2.9	20.8	-57.4	-3.5	-1.4
Nc1c(Cl)c(Cl)nc(C(=O)OCC(=O)NC2CCCCC2)c1Cl	-11.0	13.7	2.0	13.9	-3.2	-8.5	17.9	0.0	3.0
CCC(C)C(NC(=O)C1CCC(=O)N1C(=O)OCc1ccccc1)C(=O)NC(Cc1ccccc1)C(N)=O (stereo unspecified)	-15.8	3.7	3.0	16.5	-10.3	13.5	6.8	4.4	0.9
CC(=O)c1ccc(-n2ccnc2)cc1	17.2	-7.0	4.4	-1.0	3.6	-9.1	-1.3	0.7	-1.2
O=C(COC(=O)c1cc[n+]([O-])cc1)Nc1ccc([N+](=O)[O-])cc1	2.5	2.1	-2.0	0.9	-4.1	-8.5	7.6	-0.4	1.5
COc1ccc(NC(=O)C(c2ccc(OC)cc2)N(C)C(=O)c2cnccn2)cc1 (stereo unspecified)	-2.3	9.9	-6.2	-6.4	-4.8	-6.1	20.9	1.2	2.4
COc1cccc(C=Nc2cccnc2)c1O	38.2	-6.9	/	/	/	/	3.9	-2.3	0.0

# Screening data from PubChem.
